Screening data: PubChem, National Center for Advancing Translational Sciences (NCATS)
IL-2 act: qHTS of IL-2 Activators. IL-2 activation reporter assay, cell-based qHTS; stimulated with anti-CD3/CD4/CD28 beads; in transgenic mouse T cells. activation, % (series mostly up to about 46 µM). 360,000 compounds, 0.065% hits. AID 652025, 2013; in the data active = activation above about 50%; inconclusive = mostly about 30% to 49%; also: 0% is about no effect
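Unstimulated transgenic mouse T cells preincubated 60 min with compound, then stimulated with anti-CD3/anti-CD4-coated beads plus anti-CD28 for 18 h at 37 degrees C. IL-2 response read as EGFP and DsRed fluorescence by plate cytometry.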
GLP1R cytotox: qHTS of GLP-1 Receptor Inverse Agonists: Cytotox Screen; AID 624418, 2012; Potency, µM (highest dose often 38.3 µM), inactives show at the highest dose activity change, negative = inhibition, most hits filed as inhibitors; HEK293 cAMP-luciferase reporter cells, luminescence, 24 h; 410,000 compounds, 0.13% hits;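 also: loss of luciferase light is scored as toxicity; potency is read from the fitted curve at half-maximal effect; % is scaled to controls: 0 for no effect and ±100 for the full control effect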
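To flag toxic compounds, the library was rerun on cells for 24 hr at 37 deg C and 5% CO2. Viability-linked luminescence was captured 12 min after adding luciferase detection reagent.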
DRD3 agonist: qHTS of D3 Dopamine Receptor Agonist: qHTS; D(3) dopamine receptor (Homo sapiens), P35462; max activation, %; D3R DiscoveRx beta-arrestin cells, luminescence, 90 min; 410,000 compounds, 0.58% hits; in the data active = max activation above about 30%; also: 0% is about no effect; mostly tested at two doses, the higher about 12 µM
Target sequence (P35462 whole entry, looked up): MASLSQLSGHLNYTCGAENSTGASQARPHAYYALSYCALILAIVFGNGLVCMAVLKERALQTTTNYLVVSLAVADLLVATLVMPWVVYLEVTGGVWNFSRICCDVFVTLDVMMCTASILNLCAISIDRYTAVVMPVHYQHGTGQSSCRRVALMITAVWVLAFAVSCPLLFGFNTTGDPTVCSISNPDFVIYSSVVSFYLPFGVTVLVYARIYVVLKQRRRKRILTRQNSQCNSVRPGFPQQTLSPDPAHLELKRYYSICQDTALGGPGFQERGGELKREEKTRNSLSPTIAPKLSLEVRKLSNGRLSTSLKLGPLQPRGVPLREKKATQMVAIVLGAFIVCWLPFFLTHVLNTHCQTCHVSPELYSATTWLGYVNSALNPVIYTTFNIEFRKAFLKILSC
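Agonist mode: compounds and dopamine controls were applied to plated cells for 90 min at 37 degrees C after an overnight attachment at 1500 cells/well. Luminescent read-out followed 30 - 60 minutes at room temperature with DiscoveRx detection reagent.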
GLP-1R agonist: qHTS of GLP-1 Receptor Agonists; AID 624172, 2012; Glucagon-like peptide 1 receptor (Homo sapiens), P43220; 380,000 compounds, 0.007% hits; HEK293 GLP-1R CRE-luciferase, luminescence, 4-6 h; cells express a hypersensitive GLP-1R form; Potency, µM (top dose mostly 45.6 µM), inactives show top-dose activation, usual class: activators; also: potency is read from the fitted curve at half-maximal effect; % of control where 0% means no effect
PI5P4K alpha inh: qHTS for Inhibitors of phosphatidylinositol 5-phosphate 4-kinase (PI5P4K) | Phosphatidylinositol 5-phosphate 4-kinase type-2 alpha (Homo sapiens), P48426 | PI5P4Kalpha enzyme, ADP-Glo luminescence, 60 min; active compounds read low | max response, % | 330,000 compounds, 1.2% hits; active = max response of -50% or lower; inconclusive = between -30% and -50%; inactive = -30% or higher; also: value at the top dose of about 77 µM; % is scaled to controls: 0 for no effect and ±100 for the full control effect
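Human PI5P4Kalpha with substrate in 0.038 M HEPES pH 7.4, 0.28 mM EGTA, 0.1% CHAPS, 5% DMSO; reaction started with 5 microM ATP (final), 60 min at room temperature. ADP formed read by ADP-Glo luminescence.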
WRN helicase inh: qHTS for Inhibitors of WRN Helicase; WRN helicase unwinding, fluorescent forked duplex, kinetic; Potency, µM (series often up to 114 µM), for inactives: top-dose activity change, negative = inhibition, hits mostly inhibitors; 360,000 compounds, 0.46% hits; AID 651768, 2012; also: potency is read from the fitted curve at half-maximal effect; % is scaled to controls: 0 for no effect and ±100 for the full control effect; nearly all actives have a fitted effect of over 55% in size
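WRN at 20 nM final was preincubated with compound for 15 min at room temperature; reaction started with 100 nM forked duplex oligonucleotide carrying fluorophore and quencher plus 2 mM ATP (final). Unwinding followed kinetically by red fluorescence (ex 525/em 598 nm).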
PLK1 PBD inh: qHTS for Inhibitors of PLK1-PDB (polo-like kinase 1 - polo-box domain): Primary Screen | AID 720504, 2013 | Plk1 PBD binding of FITC phosphopeptide, fluorescence polarization | Potency, µM, without a hit: max response, negative = inhibition, most hits filed as inhibitors | Serine/threonine-protein kinase PLK1 (Homo sapiens), P53350 | 360,000 compounds, 2.8% hits; also: potency is read from the fitted curve at half-maximal effect; series mostly up to about 57 µM; % is scaled to controls: 0 for no effect and ±100 for the full control effect; nearly all actives have a fitted effect of over 65% in size
Target sequence (P53350 whole entry, looked up, the tested form may be a part): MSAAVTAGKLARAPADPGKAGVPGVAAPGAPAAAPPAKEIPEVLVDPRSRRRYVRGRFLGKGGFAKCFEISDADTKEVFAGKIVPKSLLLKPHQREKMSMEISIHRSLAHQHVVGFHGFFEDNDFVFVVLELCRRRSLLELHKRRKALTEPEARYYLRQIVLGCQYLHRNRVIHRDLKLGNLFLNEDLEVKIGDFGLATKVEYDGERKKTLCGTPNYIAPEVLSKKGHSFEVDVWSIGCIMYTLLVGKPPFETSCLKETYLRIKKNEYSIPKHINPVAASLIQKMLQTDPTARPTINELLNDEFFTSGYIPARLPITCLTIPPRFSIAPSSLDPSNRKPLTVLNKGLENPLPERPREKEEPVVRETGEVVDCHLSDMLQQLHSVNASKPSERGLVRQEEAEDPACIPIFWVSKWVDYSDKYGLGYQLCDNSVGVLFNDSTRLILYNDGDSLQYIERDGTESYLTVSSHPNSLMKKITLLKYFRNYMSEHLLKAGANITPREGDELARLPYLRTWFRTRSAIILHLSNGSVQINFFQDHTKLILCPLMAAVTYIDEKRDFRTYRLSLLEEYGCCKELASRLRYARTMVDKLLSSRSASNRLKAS
DRD3 antagonist: qHTS of D3 Dopamine Receptor Antagonist: qHTS. D(3) dopamine receptor (Homo sapiens), P35462. 360,000 compounds, 2.5% hits. max response, negative = inhibition, %. AID 652054, 2013. D3R cells, DiscoveRx beta-arrestin luminescence, antagonist mode; active compounds read low; in the data active = max response below about -50%; inconclusive = no clear call, values can overlap the other calls; also: % is scaled to controls: 0 for no effect and ±100 for the full control effect; mostly tested at two doses, the higher about 12 µM
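Cells plated overnight at 1500 cells/well, then exposed to library compounds with dopamine controls for 90 minutes at 37 degrees C. DiscoveRx reagent added for 30–60 minutes at room temperature; luminescence read, quantitative HTS format.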
GLP1R inv ag: qHTS of GLP-1 Receptor Inverse Agonists (Inhibition Mode). HEK293 GLP-1R CRE-luciferase, luminescence, 24 h; GLP-1R form is constitutively active. Potency, µM (highest dose often 38.3 µM), inactives show at the top dose activity change, negative = inhibition, actives largely listed as inhibitors. 410,000 compounds, 1.6% hits; also: potency is read from the fitted curve at half-maximal effect; % is scaled to controls: 0 for no effect and ±100 for the full control effect; nearly all actives have a fitted effect of over 55% in size
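Luminescence readout: a drop in cAMP-driven luciferase signal flags inverse agonism at a constitutively active GLP-1R stably expressed in HEK293. Compound exposure lasted 24 hr at 37 deg C, 5% CO2.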
Starred values were filed as active, the others as inactive; u = inconclusive; x = not tested or not shown; [ ] = remark or other dose. Unless noted, calls follow the shape of the dose curve; as a rule, active = well fitted curve in the direction sought with a large enough effect; inconclusive = small, poorly fitted or top-dose-only effect, or another doubt; inactive = no such curve, though single readings can be large; an effect the other way counts as inactive or inconclusive.

Start of the listing, in advance:
Value order – PLK1 PBD inh	PI5P4K alpha inh	GLP1R cytotox	IL-2 act	DRD3 agonist	DRD3 antagonist	GLP-1R agonist	GLP1R inv ag	WRN helicase inh
CCC(C)(NC(=O)c1cccc(N2C(=O)CSC2c2ccccc2)c1)C(=O)Nc1ccccc1C (stereo not drawn)
→ -1%	x	2%	-1.8	3	-20	-1%	-28%	-4%
Cc1ccc(Oc2nsnc2N2CCOCC2)cc1
→ -2%	1	-1%	-0.3	1	-17	-6%	5%	6%

The list itself, previewed entries included:
Value order – PLK1 PBD inh	PI5P4K alpha inh	GLP1R cytotox	IL-2 act	DRD3 agonist	DRD3 antagonist	GLP-1R agonist	GLP1R inv ag	WRN helicase inh
CCC(C)(NC(=O)c1cccc(N2C(=O)CSC2c2ccccc2)c1)C(=O)Nc1ccccc1C (stereo not drawn)
→ -1%	x	2%	-1.8	3	-20	-1%	-28%	-4%
Cc1ccc(Oc2nsnc2N2CCOCC2)cc1
→ -2%	1	-1%	-0.3	1	-17	-6%	5%	6%
COc1ccc(CNC(=O)COC(=O)/C=C/c2cccc(Cl)c2)cc1
→ 1%	0	-27%	-0.6	8	20	13%	-15%	13%
O=C(COc1ccc(S(=O)(=O)N2CCCCC2)cc1)Nc1ccccc1F
→ -1%	-1	-6%	-2.6	24	0	8%	16%	5%
COc1ccc([C@H]2CC(=O)C=C(c3cc(F)ccc3OC)C2)cc1
→ 0%	9	10%	-1.9	2	-6	10%	u	-4%
Cc1cc(-c2ccccc2)cc(=O)[nH]1
→ 0%	12	2%	-3.3	6	0	-2%	25%	-1%
N#CC(C#N)=C1NC2(CCCC2)Cc2ccccc21
→ -5%	-7	1%	-3.7	5	52	5%	0%	-2%
CCOc1ccc(NC(=O)CN(C)C(=O)C2CCN(C(=O)Nc3ccccc3)CC2)cc1OCC
→ -14%	-9	-4%	6.3	-22	-13	-1%	15%	6%
CCOc1ccc(/C=C(\C)C(=O)c2c(C)cc(C)[nH]c2=O)cc1
→ -4%	2	-10%	-0.8	0	3	-3%	u	0%
COc1ccc(CN2CCC(C(=O)N3CCCC(C)C3)CC2)cc1OC (stereo not drawn)
→ -6%	-5	4%	-3.9	-20	-17	4%	-1%	1%
O=C(N/N=C/C(Br)=C/c1ccccc1)C(O)c1ccccc1 (stereo not drawn)
→ 3%	6	-25%	0.2	5	1	19%	1%	-7%
COc1ccc(-c2cc(=O)oc3cc(OCC(=O)N4CCOCC4)ccc23)cc1
→ 0%	9	0%	0.3	1	-1	7%	25%	-1%
COc1cc(C2=NOC(C(=O)NCc3cccs3)C2)cc(OC)c1OC (stereo not drawn)
→ -7%	-14	-16%	-1.8	-2	-17	-8%	u	8%
COc1ccc([N+](=O)[O-])cc1-n1cccc1
→ -8%	-4	16%	-0.2	-11	0	9%	20%	-16%
CCOc1ccc2oc(C(=O)N(CC)CC(=O)Nc3c(F)cccc3F)c(C)c2c1
→ -7%	u	-10%	-3.1	4	4	14%	-17%	-4%
CCOC(=O)C1=NN(c2ccc(C)cc2)C2(S1)SC(C(C)=O)=C(C)N2c1ccccc1 (stereo not drawn)
→ -1%	0	1%	2.0	-9	-13	0%	4%	-13%
Cn1c(=O)oc2cc(S(=O)(=O)N3CCCC(C(=O)NCc4cccs4)C3)ccc21 (stereo not drawn)
→ -5%	-10	-3%	-2.2	5	-13	-1%	-5%	4%
O=C(NCc1nnnn1-c1ccc(Cl)cc1)c1ccc([N+](=O)[O-])o1
→ -13%	-28	8%	-3.1	1	10	-7%	12%	1%
CCOC(=O)c1sc(C)nc1C1CCN(C(=O)OCC)CC1
→ u	8	-2%	-0.6	1	15	5%	-22%	5%[57.1 µM]
COc1cc(-c2nc3cnccc3n2C)cc(OC)c1OC
→ -1%	-1	-6%	0.4	10	12	3%	4%	6%
O=C(CN1CCN(c2cccc(Cl)c2)CC1)NC1CCCc2ccccc21 (stereo not drawn)
→ -6%	16	-3%	-0.3	-5	-7	19%	u	4%
Cc1ccc(NS(=O)(=O)c2ccc3c(c2)NC(=O)C(C)C(=O)N3)cc1C (stereo not drawn)
→ 3%	-7	3%	-1.5	-3	-22	15%	1%	-1%
COc1ccc(N2CCN(C(=O)c3sc4ncn(CC(=O)N5CCCCC5C)c(=O)c4c3C)CC2)cc1 (stereo not drawn)
→ 0%	1	3%	-2.1	11	-4	3%	u	4%
O=C1CC(N2CCN(c3ccc(C(=O)c4ccc(F)cc4)cc3)CC2)C(=O)N1 (stereo not drawn)
→ 0%	-6	-3%	-0.5	3	-14	2%	-27%	-1%
CCC(CC)C(=O)Nc1cccc(C(=O)Nc2ccc(S(=O)(=O)Nc3ccc(C)cc3)cc2)c1
→ -5%	x	-31%	-1.7	-14	24	-6%	-24%	-16%
O=S(=O)(N1CCCCC1)n1nnc2ccccc21
→ 1%	x	-9%	-2.2	0	5	1%	-20%	0%[57.1 µM]
Cc1ccc(S(=O)(=O)Nc2nc3ccccc3nc2NCC2CCCO2)cc1 (stereo not drawn)
→ -4%	-6	-17%	-1.4	-3	7	2%	-17%	-7%
CCCCc1ccc(NC(=O)c2ccc(N(C)S(C)(=O)=O)cc2)cc1
→ -5%	0	u	0.7	-6	-5	9%	u	-1%
Cn1c(=O)c2ncn(CC(=O)NCCC3=CCCCC3)c2n(C)c1=O
→ -12%	0	2%	-1.9	-5	-18	3%	0%	3%
Cc1nc2nc(SCC(=O)N3CCOCC3)nn2c(C)c1Cc1ccccc1
→ -7%	x	0%	-0.4	-3	u	-9%	0%	6%
CCOC(=O)c1cnc(SCC(=O)N2CCC(C(N)=O)CC2)nc1N
→ -21%	-5	14%	2.8	-3	14	2%	6%	4%
N#Cc1ccc(C=NN2CCCCCC2)cc1
→ -12%	4	9%	-0.7	-6	-19	10%	-14%	-26%
COc1cc(/C=C(\C#N)c2nc3ccccc3o2)ccc1O
→ 64%[activator]	u	u	16	-8	u	15%	-9%	-14%
O=C(NCC1(N2CCOCC2)CCCCC1)c1ccc(Cl)c(S(=O)(=O)NCc2ccco2)c1
→ -9%	-4	7%	2.2	-5	3	-1%	7%	-4%
COC(=O)C1C(=O)c2c([nH]c(C(=O)OC3CCCC3)c2C)CC1C (stereo not drawn)
→ 0%	3	-15%	-0.7	3	10	-2%	u	-12%[57.1 µM]
Cc1c(Cl)cccc1NC(=O)COc1ccc(S(=O)(=O)N2CCOCC2)cc1
→ -8%	x	15%	0.9	9	9	7%	0%	-4%
O=C(CCNC(=O)c1ccco1)Nc1ccc(F)c(Cl)c1
→ -6%	5	-10%	-0.3	-5	-13	3%	-3%	-3%
O=C(c1cn2ccccc2n1)N1CCCC(Nc2ccc(F)c(F)c2)C1 (stereo not drawn)
→ -2%	-5	-3%	-2.5	3	14	12%	21%	-3%
Oc1ccc2ccccc2c1C=Nc1ccccc1Br
→ -23%	0	-14%	1.9	1	9	9%	-7%	-8%
CCN(CC)C(=O)c1cc2c(=O)c3cc(F)ccc3oc2nc1C
→ -5%	-5	-6%	-1.1	5	0	16%	13%	-8%
O=C(Nc1c2c(nn1-c1ccccc1)CS(=O)(=O)C2)c1cccs1
→ -4%	1	7%	0.5	5	-18	17%	10%	-8%
Cc1ccc(Cn2c(C)c(C(=O)NCc3cccs3)sc2=O)cc1
→ -4%	-1	-5%	0.7	6	8	10%	-13%	0%[57.1 µM]
O=C(OCC(=O)N(Cc1ccccc1)Cc1ccccc1)c1ccccc1NCCO
→ -1%	-1	4%	-0.6	13	47	18%	5.6µM*	-3%
Cc1[nH]c2ccccc2c1/C=N/Nc1nc(N2CCCCC2)nc(N2CCCCC2)n1
→ 2%	6	-5%	-0.4	6	28	0%	-23%	-9%
O=C(Nc1cnc2sc3c(n2c1=O)CCCC3)c1ccc(F)cc1
→ -1%	0	-9%	-0.4	6	29	-8%	29%	7%
COc1cc(CCc2ccccc2)c(C(=O)O)c(O)c1CC=C(C)C
→ 27µM*	-16	-11%	1.2	3	10	-1%	10µM*	-16%
Cc1cc2ncn(-c3ncnc4sc(C)c(C)c34)c2cc1C
→ -6%	-5	-2%	1.9	-1	-5	5%	7.1µM*	1%
COC(=O)c1[nH]c(C)c(/C(O)=C2\C(=O)C(=O)N(CCN(C)C)C2c2ccccc2OC)c1C (stereo not drawn)
→ -15%	1	-15%	-0.2	-15	-12	3%	-9%	3%
CC1CCCC(C)N1C(=O)COC(=O)CSc1ccc([N+](=O)[O-])cc1 (stereo not drawn)
→ 19µM*	-22	4%	-4.2	18	10	-1%	13%	-20%
CCCSc1ccc([C@H]2N[C@@](C)(C(=O)OC)[C@H]3C(=O)N(C)C(=O)[C@@H]23)cc1OC
→ -19%	-3	-39%	20	11	0	-2%	-20%	0%

Further entries.
Value order – PLK1 PBD inh	PI5P4K alpha inh	GLP1R cytotox	IL-2 act	DRD3 agonist	DRD3 antagonist	GLP-1R agonist	GLP1R inv ag	WRN helicase inh
COc1ccc(S(=O)(=O)NC(=O)C2(C)CCN2C(=O)c2cccc(F)c2)cc1 (stereo not drawn)
→ -2%	0	5%	-0.2	4	6	-2%	9%	-7%
C[C@H](NC(=O)C[C@@H]1CC[C@H]2[C@@H](COC[C@H](O)CN2Cc2ccc(C(F)(F)F)cc2)O1)c1ccccc1
→ -2%	-7	4%	-0.6	-2	7	x	-23%	-2%
O=C(NCc1cccs1)Nc1cccc(Cl)c1
→ -25%	-1	-16%	0.2	3	9	9%	u	-1%
O=[N+]([O-])C1=CC=C2C(=NC3(CCCCC3)N2O)C1=NCCO
→ -10%	1	-5%	0.4	-2	6	-1%	11%	-11%
CC#CCCCC(=O)Nc1ccc(C(=O)O)cc1
→ -6%	x	11%	-1.5	0	-13	3%	0%	-7%
